D2 antag: antagonists of human D2 dopamine receptor; P14416; HEK293 TREx D2 cells, calcium flux, dopamine EC80; inhibition, % at 10 µM; hit rate 2% among 340,000; AID 485344; in the data active = inhibition above about 30%; note: 0% is about no effect
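HEK293 T-REx D2 cells, tet-induced, calcium dye no-wash. Cpd pintool add, 180 s kinetic, then EC80 DA, 180 s kinetic. Ca flux read.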
TRHR ag: agonists of human TRH receptor; P34981; TRHR cells, calcium flux fluo-8, FDSS agonist mode; activation, % at 2 µM; hit rate 0.18% among 360,000; AID 493084; note: 0% is about no effect
Target sequence (P34981 whole entry, looked up): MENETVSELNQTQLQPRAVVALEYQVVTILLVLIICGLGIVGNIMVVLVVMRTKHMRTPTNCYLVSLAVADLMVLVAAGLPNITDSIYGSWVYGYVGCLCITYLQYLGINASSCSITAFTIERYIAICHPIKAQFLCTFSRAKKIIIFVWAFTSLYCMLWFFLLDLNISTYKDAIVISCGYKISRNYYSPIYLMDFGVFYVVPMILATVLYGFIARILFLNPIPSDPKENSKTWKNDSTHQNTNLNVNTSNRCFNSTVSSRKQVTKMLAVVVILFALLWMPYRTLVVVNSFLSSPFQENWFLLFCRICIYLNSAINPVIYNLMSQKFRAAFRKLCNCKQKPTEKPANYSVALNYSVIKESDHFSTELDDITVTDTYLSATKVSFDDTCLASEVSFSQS
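Fluo-8-loaded TRHR cells; 10 s baseline, compound added, kinetic Ca2+ fluorescence read 1/s, agonist mode.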
TRHR enhancer: allosterically enhances the human TRH receptor | P34981 | TRHR cells, fluo-8 calcium fluorescence, EC20 TRH enhancement | enhancement, % at 2 µM | hit rate 0.66% among 360,000 | AID 493056; in the data active = enhancement above about 30%; note: 0% is about no effect
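TRHR-expressing cells loaded with fluo-8 calcium dye were read kinetically (ex 480/em 530) during compound addition, then stimulated with an EC20 of TRH (10 nM final). Enhancement of the Gq-mediated intracellular calcium response was scored.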
D1 ag: activates the human D1 dopamine receptor; P21728; HEK293 T-REx D1 cells, calcium flux, agonist mode; activation, % at 2 µM; hit rate 1% among 360,000; AID 504660; note: 0% is about no effect
Target sequence (P21728 whole entry, looked up): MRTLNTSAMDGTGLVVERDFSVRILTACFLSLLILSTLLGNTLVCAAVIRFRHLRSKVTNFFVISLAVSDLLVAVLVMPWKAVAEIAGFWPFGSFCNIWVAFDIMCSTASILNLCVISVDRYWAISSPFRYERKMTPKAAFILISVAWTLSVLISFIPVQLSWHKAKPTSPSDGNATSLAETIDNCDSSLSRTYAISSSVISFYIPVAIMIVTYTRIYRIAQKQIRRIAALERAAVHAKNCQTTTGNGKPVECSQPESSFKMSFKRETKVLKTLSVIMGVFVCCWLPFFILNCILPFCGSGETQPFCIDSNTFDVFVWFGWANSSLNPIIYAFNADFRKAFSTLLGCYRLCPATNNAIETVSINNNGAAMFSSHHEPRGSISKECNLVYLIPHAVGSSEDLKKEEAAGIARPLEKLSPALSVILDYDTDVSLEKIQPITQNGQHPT
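Inducible HEK293 T-REx D1 cells, force-coupled to calcium signalling, were plated at 4000 cells/well with tetracycline and held overnight at 30 C. After no-wash calcium dye loading, compound-evoked calcium rise over 180 s flagged agonists.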
D1 antag: blocks dopamine activation of the human D1 receptor; P21728; HEK293 TREx D1 cells, calcium flux, dopamine EC80; active compounds read low; activity change, negative = inhibition, % at 10 µM; hit rate 3.2% among 360,000; AID 504652; in the data active = activity change below about -30%; note: % is set by controls: 0 for no effect and ±100 for the full control effect
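Kinetic fluorescence of a calcium dye serves as the read-out. D1-expressing Hek293 Trex cells, induced overnight at 30 C, are exposed to compound for 180 s before an EC80 dopamine addition, then read 180 s further.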
RXFP1 antag: RXFP1 (human) relaxin receptor antagonism | Q9HBX9 | HEK293-RXFP1, relaxin-stimulated cAMP HTRF, 30 min; active compounds read low | activity change, negative = inhibition, % at 57.5 µM | hit rate 0.59% among 350,000;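 active = activity change of -60% or lower, but not beyond a set lower limit; inconclusive = change between -60% and -40%, or beyond the set limit; inactive = change above -40%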; note: % is set by controls: 0 for no effect and ±100 for the full control effect
D2 PAM: positively modulates the human D2 dopamine receptor allosterically | P14416 | HEK293 T-REx D2, calcium flux, EC20 dopamine potentiation | potentiation, % at 10 µM | hit rate 0.34% among 340,000;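 active = potentiation over 3 SD above the plate norm, cut at about 30% in these data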; note: 0% is about no effect
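Calcium flux readout, no-wash dye, 1 read/s. Inducible HEK293 Trex D2 line, overnight 30 C. Compound alone 180 s (agonist flags), then EC20 dopamine, another 180 s to score potentiation.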
D2 ag: D2 dopamine receptor (human) agonism; P14416; HEK293 T-REx D2 cells, calcium flux agonist mode; activation, % at 2 µM; hit rate 0.53% among 340,000;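 active = activation over 3 SD above normal in the single-dose calcium agonist read, cut at about 30% in these data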; note: 0% is about no effect
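HEK293 Trex D2 cells, tetracycline-induced, o/n 30 C 5% CO2; no-wash Ca dye, RT 30–90 min; 10-cycle baseline, 23 nl cpd added, kinetic Ca read 180 s; agonist hits = positive Ca response.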
D1 potentiator: enhances dopamine response at the human D1 receptor; potentiation, % at 10 µM; AID 504651; P21728; HEK293 TREx D1 cells, calcium flux, dopamine EC20 potentiation; hit rate 0.036% among 360,000; in the data active = potentiation above about 30%; note: 0% is about no effect
An asterisk follows results filed as active; ? = inconclusive; . = no result given; & = joins results of further samples. Cut-off read from the data, not from the text of the source, unless noted: active = activation above about 30%; inactive = the rest. No enrichment for hits. About 7.3% of those tested had a hit in this group.

The opening six entries, ahead of the listing:
SMILES	D2 antag	TRHR ag	TRHR enhancer	D1 ag	D1 antag	RXFP1 antag	D2 PAM	D2 ag	D1 potentiator
Cc1ccc(S(=O)(=O)N2CCN(C(=O)c3cc(C4CC4)nc4c3cnn4C(C)C)CC2)cc1	-5	-0.1	5	3	-2	-11	21	0.0	-1
CC1(C(=O)N2CCN(c3ccccc3)CC2)CC1(Cl)Cl (configuration not stated)	-4	0.2	0	1	-14	-11	10	1.4	-1
Cn1c(Cn2c(C(F)(F)F)nc3ccccc32)nc2ccccc21	8	0.4	4	0	2	-6	-13	0.4	-3
CC/C(=N\NC(=O)OC)c1ccc(OC(F)F)cc1	-12	0.6	-4	1	-4	5	-2	-0.7	0
Cc1noc(C)c1S(=O)(=O)NCCc1ccc(S(N)(=O)=O)cc1	8	0.5	4	2	0	4	1	0.0	-5
Cc1ccc(CN2CCCN(Cc3c(C)cc(C)cc3C)S2(=O)=O)cc1	.	1.1&0.1	-3&-3	4&2	-3&8	-5&-8	18&2	0.7	5&0

Main list, from the start:
SMILES	D2 antag	TRHR ag	TRHR enhancer	D1 ag	D1 antag	RXFP1 antag	D2 PAM	D2 ag	D1 potentiator
Cc1ccc(S(=O)(=O)N2CCN(C(=O)c3cc(C4CC4)nc4c3cnn4C(C)C)CC2)cc1	-5	-0.1	5	3	-2	-11	21	0.0	-1
CC1(C(=O)N2CCN(c3ccccc3)CC2)CC1(Cl)Cl (configuration not stated)	-4	0.2	0	1	-14	-11	10	1.4	-1
Cn1c(Cn2c(C(F)(F)F)nc3ccccc32)nc2ccccc21	8	0.4	4	0	2	-6	-13	0.4	-3
CC/C(=N\NC(=O)OC)c1ccc(OC(F)F)cc1	-12	0.6	-4	1	-4	5	-2	-0.7	0
Cc1noc(C)c1S(=O)(=O)NCCc1ccc(S(N)(=O)=O)cc1	8	0.5	4	2	0	4	1	0.0	-5
Cc1ccc(CN2CCCN(Cc3c(C)cc(C)cc3C)S2(=O)=O)cc1	.	1.1&0.1	-3&-3	4&2	-3&8	-5&-8	18&2	0.7	5&0
COc1cc(C2C(C(=O)c3cccs3)=C(O)C(=O)N2Cc2ccco2)cc(OC)c1OC (configuration not stated)	-1	1.2	1	2	2	.	4	-0.4	-7
COc1ccc(NC(=O)CN(C)C(=O)c2ccc(-c3cccc(C(F)(F)F)c3)o2)cc1	6	-0.2	0	3	-3	-19	-15	-1.2	-6
O=C(c1cc2nc(C3CC3)cc(C(F)F)n2n1)N1CCOCC1	-13	0.5	0	2	10	-6	-7	0.0	-10
Cc1ccc(NS(=O)(=O)c2ccc3c(c2)NC(=O)CCS3)cc1F	-20	0.7&0.5	-1&-5	4&16	2&2	10	-3&3	0.3&-0.1	9&-7
Cc1ccc(C(=O)Nc2nc(-c3nnn(-c4cccc(Cl)c4C)c3C)ns2)cc1C	.	0.3	0	2	8	.	5	0.7	-1
O=C(Cc1ccc(S(=O)(=O)N2CCOCC2)s1)Nc1cc(C(F)(F)F)cc(C(F)(F)F)c1	25	0.6	-4	6	3	-2	5	0.2	-8
CC(C)Sc1nc(-c2ccccc2)cc(=O)[nH]1	-10	0.0	2	2	-5	9	-7	-1.1	4
O=C(COC(=O)C1CC1)Nc1c(Cl)cccc1C(F)(F)F	.	0.4	-15	4	7	-15	.	.	-4
Cc1nc(NCCCn2ccnc2)c2ccccc2n1	-11	0.3	-8	1	-1	8	-10	-1.3	-9
Cc1cc(S(=O)(=O)NCc2ccc(N3CCN(C)CC3)cc2)c(C)s1	.	1.6	0	10	-3	-9	.	.	-4
C/C(CC(=O)Nc1cc(C)ccn1)=N\NC(=O)c1ccc(C(C)(C)C)cc1	-6	0.4	2	-1	-3	-28	-1	0.3	-4
CSCCC(NS(=O)(=O)c1ccc(C)cc1)C(=O)N1CCCCCCC1 (configuration not stated)	-9	0.3	1	6	33	1	12	-0.6	.
c1ccc(-c2cnc(CN3CCN(c4ccccc4)CC3)o2)cc1	78*	-0.1	-2	1	8	-17	-26	40*	.
Nc1c(-c2nn[nH]n2)cnn1-c1cc(Cl)cc(Cl)c1	-1	-0.6	3	1	3	-6	0	0.1	2
CCCCc1cc(=O)oc2cc(OCC(=O)N3C[C@H]4C[C@@H](C3)c3cccc(=O)n3C4)ccc12	.	-0.4	1	1	0	.	.	.	2
CC1CCC(=O)N(CCC#N)CC1 (configuration not stated)	17	0.4	1	2	2	.	-7	0.6	6
CCN1CCN(C(=O)c2ccc3c(c2)N(Cc2cccc(Cl)c2)C(=O)c2ccccc2S3(=O)=O)CC1	.	0.4	-7	3	4	-1	-14	-1.1	2
CCOc1ccc(NC(=O)NC(=O)N(C(C)C)S(C)(=O)=O)cc1	6	0.6	-1	4	-35*	-3	1	3.1	-4
COc1ccccc1NC(=O)c1ccc(-c2ccccc2F)o1	3	-0.2	-6	8	3	6	9	0.5	0
(more compounds)
SMILES	D2 antag	TRHR ag	TRHR enhancer	D1 ag	D1 antag	RXFP1 antag	D2 PAM	D2 ag	D1 potentiator
Cc1ccc(CCNC(=O)C2CC(=O)N(C3CCCCC3)C2)cc1 (configuration not stated)	3	-0.6	11	1	-1	5	-5	0.6	9
CN(C(=O)COC(=O)c1ccccc1C(=O)N1CCN(c2ccccc2)CC1)c1ccccc1	10	-1.0	-18	2	5	-30	-6	1.3	1
Nn1c(SCC(=O)Nc2ccccc2Br)nnc1-c1ccco1	-3	0.0	1	0	-13	-7	4	0.4	-6
CC(C)(C)OC(=O)n1cc(CCO)c2ccccc21	-16	1.6	1	1	.	.	1	-0.9	-2
COc1ccc(OCC(=O)N2CCCC(CO)(CCOc3ccccc3)C2)cc1 (configuration not stated)	-17	0.2	-4	8	11	13	11	1.4	-2
Cn1c(-c2ccccc2)cnc1SCC(=O)N1CCCc2ccccc21	-15	0.6	3	8	2	-8	-9	-0.5	2
Cn1c(CCNC(=O)c2ccco2)nc2cc(NC(=O)c3ccccc3Cl)ccc21	10	0.1	6	0	-18	0	.	-3.1	3
CC1=CC(C)(C)Nc2ccc(OC(=O)CN3C(=O)c4ccccc4C3=O)cc21	1	1.3	3	2	-22	-6	5	-1.6	2
CCN(CC)C(=O)COC(=O)c1ccc(O)cc1	21	1.0	3	1	-5	1	-12	0.3	-6
COc1ccc(CNC(=O)N2CCN(c3cccc(C)c3C)CC2)cc1OC	10	-1.0	1	4	-18	12	-9	0.1	-6
Cc1ccc2nc(NC3=NCN(C4CCCCC4)CN3)nc(C)c2c1	-19	0.0	1	2	11	.	25	1.3	-3
CCNCCC(CCC(C)C)c1ccc2c(c1)OCO2 (configuration not stated)	.	5.3	11	19	5	-12	.	.	-3
COc1ccc(Cc2nnc(Nc3ccc(Cl)cc3)[nH]c2=O)cc1	-4	-1.1	-5	1	-21	1	-1	-0.8	-5
O=C1NC(=O)N(c2ccccc2)C1=O	-12	0.1	14	2	0	?	-15	-0.3	-1
COc1ccc(-c2ocnc2C(=O)Nc2ccc3c(c2)CCC3)cc1	4	0.8	-5	8	9	-23	.	5.7	-9
COc1ccc(C2=NNC(c3cccnc3)=Nc3ccc(OC)cc32)cc1	0	-0.5	-1	0	-27	-7	-1	0.3	-7
N#C/C(=C/Nc1ccccc1)c1ccsc1	5	-0.4	17	3	-4	-22	-8	0.3	2
COc1ccc(N2C(=O)CC(S/C(N)=N/N=C/c3ccnc4ccccc34)C2=O)cc1 (configuration not stated)	-3	0.1	26	1	1	.	5	-0.7	10
COc1cc(C(=O)N2CCN(c3ccc(Nc4ccc(C)cc4)nn3)CC2)cc(OC)c1OC	.	-0.2	1	0	.	-2	-6	-0.2	0
O=C(c1ccco1)N1CCN(Cc2nc3ccc([N+](=O)[O-])cc3c(=O)n2-c2ccccc2F)CC1	-5	0.5	-8	4	6	3	-1	-0.4	-3
Nc1cccnc1Oc1ccccc1F	-3	0.7	2	2	28	0	22	0.5	1
C=C(C)c1ccc(C(C)(C)NC(=O)NCc2ccco2)cc1	-10	-1.9	-6	-1	-5	-22	10	-0.4	-4
CCOc1ccc(OCC(=O)OCC(=O)N(CC(C)C)c2c(N)n(Cc3ccccc3)c(=O)[nH]c2=O)cc1	0	0.0	0	1	3	-5	3	-0.3	-1
CCc1cccc(CC)c1NC(=O)CSc1nc2ccc(N3C(=O)C4C(C3=O)[C@H]3C=C[C@@H]4C3)cc2s1 (some centres not stated)	.	-1.0	1	3	-7	11	.	.	-1
CCCC(=O)c1cc2c(cc1NC(=O)CC)OCCO2	.	0.1	-2	1	-4	-5	.	.	-4
New compounds follow.
SMILES	D2 antag	TRHR ag	TRHR enhancer	D1 ag	D1 antag	RXFP1 antag	D2 PAM	D2 ag	D1 potentiator
Cc1oc(=O)c(NC(=O)c2ccccc2)cc1C(N)=O	4	-0.3	3	1	-27	-12	-2	4.6	-3
O=C(CS(=O)(=O)c1ccccc1)Nc1nnc(Cc2ccccc2)s1	-2	0.2	-1	0	4	-6	-9	-0.7	8
O=C(/C(=C(\[O-])c1ccccc1)[n+]1ccc2ccccc2c1)c1ccc([N+](=O)[O-])cc1	-5	-0.4	-2	5	-1	0	0	-1.0	-4
COCCNC(=O)/C(C#N)=C/c1ccc(SC)cc1	-12	1.1	-2	0	-8	4	0	2.5	-6
Cc1ccc2[nH]c3c(=O)n(CCC4=CCCCC4)cnc3c2c1	3	1.8	0	1	-10	-11	12	0.3	-5
Cc1cc(C)cc(NC(=O)c2cccc(NC(=O)C3C4CC5OC(=O)C3C5C4)c2)c1 (configuration not stated)	7	-1.0	1	4	5	5	-10	-0.7	-2
CC(C)C(=O)Nc1nnn(C)n1	-1	-0.2	16	0	30	0	3	-1.1	0
COc1cc2c(O)c3c(c(-c4ccc5c(c4)OCO5)c2cc1OC)C(=O)OC3	6	-0.5	-12	-1	-5	-1	-2	0.1	-3
CCOC(=O)Cc1[nH]nc2c1C(Cc1ccccc1)C(C#N)=C(N)O2 (configuration not stated)	-11	0.2	5	3	1	-26	-1	-0.8	-3
COc1cc(OC)cc(C(=O)Nc2ncc3c(n2)CC(C)(C)CC3=O)c1	-8	-0.3	0	1	43	1	-5	0.1	-6
CC1=C(C(=O)OC2CCCC2)C(c2c(Cl)cccc2Cl)CC(=O)N1 (configuration not stated)	.	-0.6	0	7	-5	.	-1	-0.6	-2
O=C(CN1C(=O)c2cccc3cccc1c23)Nc1ccc(S(=O)(=O)N2CCOCC2)cc1	-23	1.1	2	4	9	-6	12	0.0	0
CC(C)(O)C#Cc1ccc(CN2CCN(Cc3ccccc3)C(CCO)C2)s1 (configuration not stated)	2	-1.6	0	7	-12	14	14	-0.3	-1
Cc1cc(C)n(-c2cc(Cl)cc(Cl)c2)c(=O)c1C#N	13	-0.5	-3	-1	-16	-3	-8	-1.0	2
Cc1cc(NS(=O)(=O)c2ccc(NC(=O)C(C(C)C)N3C(=O)c4ccccc4C3=O)cc2)nc(C)n1 (configuration not stated)	-17	0.3	9	4	4	-17	9	0.3	-5
CCOc1ccccc1NC(=O)Nc1ccc(Br)cn1	2	-0.6	0	0	-7	-2	-5	-0.3	2
